Screening results deposited in PubChem BioAssay by several laboratories.
Scp-1 inhibitor: inhibitors of human Scp-1 phosphatase; Q9GZU7; Recombinant Scp1, phosphopeptide, malachite green phosphate absorbance; inhibition, % at 20 µM; hit rate 0.88% among 340,000;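 active means inhibition above about 50% at 20 µM, limit read from the data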;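 further: plate controls were DMSO wells with enzyme for no effect and wells lacking enzyme for full effect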
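Assay system: SCP-1 catalytic fragment, aa 76-261 | Buffer or medium: Tris acetate buffer pH 5.5 with MgCl2 and Tween-20 | Compound: One concentration, 20 µM, with 1.0% DMSO | Also added: Phospho 17-mer peptide substrate | Signal: Absorbance at 630 nm | Incubation: 45 min enzyme reaction at room temperature | Measure: % inhibition of SCP-1 phosphate liberation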
Tb MetRS inh: Trypanosoma brucei MetRS inhibition. purified T. brucei MetRS, ATP depletion, Kinase-Glo luminescence. inhibition, % at 11.9 µM. hit rate 0.4% among 360,000. AID 624268;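 active means inhibition above a per-plate cutoff of the control wells' mean inhibition plus 3 SD, cut at about 5.5% in these data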;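 further: 0% = DMSO wells median and 100% = median of wells with control inhibitor compound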
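Material – parasite MetRS enzyme · Medium – HEPES-MgCl2-KCl buffer plus DTT, spermine, BSA, pyrophosphatase · Reagent – ATP, methionine and E. coli bulk tRNA substrates · Times – 15 min enzyme-compound preincubation, 2 h reaction, 10 min detection, 25 °C · Measured by – luminescence of leftover ATP · Evaluation – percent inhibition relative to median high and low control wells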
DNMT1 block: DNMT1 (human) enzyme inhibition; DNMT1 molecular beacon, Hinp1I cleavage, fluorescence; AID 588458; hit rate 0.83% among 360,000; P26358; inhibition (reported as % activation of signal), % at 10 µM; in the data active means inhibition above about 50%
SUMO1-SIM PPI: alters human SUMO1 binding to SIM partners. inhibition, % at 20 µM. AID 602429. SUMO1 binding to a labelled peptide, TR-FRET, 1 h. hit rate 0.33% among 360,000. P63165; in the data active means inhibition above about 37%
Target sequence (P63165 whole entry, looked up): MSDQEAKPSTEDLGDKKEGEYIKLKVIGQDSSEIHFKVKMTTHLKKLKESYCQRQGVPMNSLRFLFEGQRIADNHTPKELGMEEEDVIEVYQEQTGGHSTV
LMPTP inh: blocks human LMPTP phosphatase; P24666; recombinant LMPTP-A, OMFP fluorogenic substrate, fluorescence intensity; inhibition, % at 20 µM; hit rate 0.22% among 360,000; AID 651560;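 active means compounds that cut the enzyme signal by at least half of the control window in the single-dose screen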;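 further: plate controls were DMSO wells with enzyme plus substrate for no effect and substrate without enzyme for full effect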
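test system = LMPTP-A | amount = 0.625 nM LMPTP-A final | reagent = fluorogenic phosphatase substrate OMFP at 400 µM final | incubation = 50 min at room temperature | benchmarks = no-enzyme low control, uninhibited high control | medium = Bis-Tris pH 6.0, DTT, detergent | signal = fluorescence intensity of OMFP turnover product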
bovine MsrA act: bovine methionine sulfoxide reductase A activation; activation, % at 10.6 µM; AID 602163; purified bovine MsrA, absorbance read-out; hit rate 0.3% among 360,000; in the data active means activation above about 7.5%;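 further: 0% = vehicle and 100% = reference activator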
E coli Lon inh: inhibits E. coli Lon protease; P0A9M0; purified E. coli Lon protease, fluorescence polarization; inhibition, % at 7.94 µM; hit rate 0.42% among 360,000; AID 602123; in the data active means inhibition above about 13%, passing the limit was not always enough;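 further: 0% = enzyme with probe and DMSO and 100% = no enzyme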
Target sequence (P0A9M0 whole entry, looked up): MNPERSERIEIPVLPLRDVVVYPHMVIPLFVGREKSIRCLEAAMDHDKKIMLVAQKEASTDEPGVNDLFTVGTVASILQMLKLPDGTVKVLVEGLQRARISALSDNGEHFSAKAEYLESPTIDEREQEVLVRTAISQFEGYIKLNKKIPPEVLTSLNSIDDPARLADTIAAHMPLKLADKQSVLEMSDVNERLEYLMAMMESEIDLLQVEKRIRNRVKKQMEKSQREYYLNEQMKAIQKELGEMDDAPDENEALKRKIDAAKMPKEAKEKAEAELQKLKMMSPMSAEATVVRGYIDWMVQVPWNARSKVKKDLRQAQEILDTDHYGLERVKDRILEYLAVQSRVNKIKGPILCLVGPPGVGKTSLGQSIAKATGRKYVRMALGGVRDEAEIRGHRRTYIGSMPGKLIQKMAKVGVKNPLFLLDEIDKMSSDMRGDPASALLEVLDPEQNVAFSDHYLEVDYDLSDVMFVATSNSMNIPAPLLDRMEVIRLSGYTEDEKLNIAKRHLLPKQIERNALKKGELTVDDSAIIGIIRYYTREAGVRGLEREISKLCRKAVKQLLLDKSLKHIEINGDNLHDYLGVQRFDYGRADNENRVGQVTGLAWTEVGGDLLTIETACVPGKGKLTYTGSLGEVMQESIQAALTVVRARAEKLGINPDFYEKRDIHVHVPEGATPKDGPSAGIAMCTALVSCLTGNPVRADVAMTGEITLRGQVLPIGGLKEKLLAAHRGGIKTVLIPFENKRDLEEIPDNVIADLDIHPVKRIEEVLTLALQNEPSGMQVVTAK
MsrA inhibitor: inhibits bovine methionine sulfoxide reductase A | purified bovine MsrA, absorbance read-out | AID 651718 | hit rate 0.75% among 360,000 | inhibition, % at 15.5 µM; in the data active means inhibition above about 4.5%;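 further: 0% = vehicle wells with enzyme and 100% = reference inhibitor wells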
NRP1-CendR mod: NRP-1/CendR interaction modulation; FAM-RPARPAR peptide binding to NRP-1, fluorescence polarization; O14786; inhibition, % at 25 µM; hit rate 0.85% among 360,000;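 active means inhibition or corrected inhibition above about 18%, plus a signal ratio from 0.5 to 1.5, limit read from the data, passing the limit was not always enough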; further: strong numbers were not always called active
STEP block: blocks human striatal-enriched tyrosine phosphatase | inhibition, % at 20 µM | P54829 | recombinant STEP, OMFP fluorogenic substrate, fluorescence | hit rate 0.25% among 360,000;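 active means inhibition at 20 µM, scaled per plate between control wells, above about 37%, limit read from the data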;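 further: 0% = DMSO with enzyme and substrate and 100% = substrate only without enzyme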
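Test system: STEP tyrosine phosphatase / Reagent: OMFP at 25 µM / Doses: 20 µM, 1% DMSO / Read-out: percent inhibition scaled to no-enzyme and uninhibited-enzyme controls, plate-pattern corrected / Detection: FITC-channel fluorescence of OMFP product / Medium: Bis-Tris buffer pH 6.0, 2.5 mM DTT, 0.005% Tween 20 / Schedule: 20 min at room temperature, dark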
Starred values were filed as active, the others as inactive; . = not tested or not shown.

compound	Scp-1 inhibitor	Tb MetRS inh	DNMT1 block	SUMO1-SIM PPI	LMPTP inh	bovine MsrA act	E coli Lon inh	MsrA inhibitor	NRP1-CendR mod	STEP block
Cc1cc(C)c(C#N)c(SCc2ccc([N+](=O)[O-])cc2)n1	-4.2	-0.6	-1.1	-4.3	2.3	-8.7	8.2	-0.7	20.5	2.2
COc1cc(SC)ccc1C(=O)NCC1CCCO1 (stereo unspecified)	0.4	-1.1	3.0	1.6	0.0	-11.2	-4.3	0.9	-15.4	-3.0
Cc1ccc2c(c1)nnn2C1CCN(CC(=O)Nc2ccc3c(c2)OCCO3)CC1	-8.1	-0.2	0.2	-0.8	-0.5	-0.4	6.8	0.0	24.1	-0.3
COc1ccc(OC[C@@H](O)CNC(=O)c2cccc3c2C(=O)c2ccc(Cl)cc2S3(=O)=O)cc1	-0.2	-0.5	-1.8	-34.9	-0.8	-6.3	4.2	0.3	-0.6	1.0
O=C(/C=C/Nc1ccc(Br)cc1F)c1ccco1	-3.3	0.2	4.6	-14.9	3.9	-1.5	-1.3	2.0	-0.9	5.6
Cc1cccc(C)c1NC(=O)c1ccc(-n2cnnn2)cc1	1.9	-0.7	-2.2	1.9	-2.0	-1.3	-8.0	-0.9	0.0	-0.4
CC(C)(C)c1nc(SCC(=O)NCc2cccs2)c2ccccc2n1	-6.0	-0.5	1.0	0.0	1.4	-3.1	-3.1	-0.6	17.4	-2.9
CC1(C)CC(=O)C=C(Nc2cccc(C(F)(F)F)c2)C1	-3.1	-0.1	0.1	-3.2	-0.8	-5.9	2.4	1.2	-3.0	-0.8
O=C(NCc1cccs1)c1ccccc1F	-6.0	-0.3	-1.1	-0.2	-0.8	-1.0	-6.5	-0.8	3.8	-1.0
Cc1c(Cl)ccc(S(=O)(=O)N2CCN(C)CC2)c1Cl	.	-0.5	-1.0	1.7	-0.2	-4.4	-6.1	-0.6	-7.8	-5.1
COC(C(=O)N/N=C(\C)c1ccc(C(C)(C)C)cc1)c1ccccc1 (stereo unspecified)	-8.1	1.6	-4.3	8.8	-0.1	-0.8	2.8	-0.1	-4.6	0.4
Cc1ccc(/C=N\NC(=O)c2cc(OCC(F)(F)F)ccc2OCC(F)(F)F)cc1	2.9	-0.4	7.5	2.4	-1.2	-0.3	-9.5	-0.8	-6.2	1.1
O=C(CSc1cc(Cl)ccc1Cl)NCCN1C(=O)CSC1=O	-18.1	-0.2	-2.9	-2.8	-0.8	-2.5	-0.3	0.1	4.2	3.5
Fc1ccc(CCNC(=S)Nc2ccc(F)cc2)cc1	-0.9	0.1	-0.7	-1.1	-2.1	-1.7	8.5	0.6	3.7	-2.3
O=C1NCCN(Cc2ccoc2)C1CC(=O)N(Cc1ccccc1)CC1CCC1 (stereo unspecified)	-10.4	-0.2	-0.6	11.1	-1.4	-5.1	-0.1	-1.3	-5.9	-1.4
C=CCn1cn[nH]c1=S	-8.6	-0.3	0.4	-1.2	-1.4	1.4	-4.4	0.9	10.3	-0.2
CCOC(=O)c1sc2nc(CSc3ccccc3)[nH]c(=O)c2c1C	-7.4	0.0	3.2	1.9	-0.7	-3.8	4.3	-0.2	-11.5	-0.3
O=C(CN1C(=O)c2ccc([N+](=O)[O-])cc2C1=O)NCc1ccco1	-12.7	0.2	-0.9	-20.4	-1.0	-1.4	-8.1	0.1	7.7	1.4
COc1ccccc1-c1cc(C(F)(F)F)nc(S(=O)(=O)CCCC(=O)N2CCOCC2)n1	-14.5	-0.8	1.1	0.0	0.5	-3.2	-11.9	0.9	6.0	0.7
O=C(CN1CCN(c2ccccc2F)CC1)NC(=O)NCc1ccccc1	-3.3	-0.1	1.7	1.0	0.0	-2.7	-11.7	0.9	2.0	-1.2
COc1cccc(C(=O)Oc2ccccc2/C=C\C(=O)c2cc3ccccc3o2)c1	-13.3	-0.6	1.4	-1.7	3.0	-15.6	1.8	2.2	-0.9	0.3
OCc1ccccc1-c1ccc2nccn2c1	.	-0.4	-7.5	-11.6	1.7	-5.2	-10.9	1.3	-39.7	0.3
CSc1ccc(CN(C)CC(=O)NCc2ccccc2)cc1	2.2	-1.4	2.5	2.9	-0.7	-10.7	4.6	-0.3	-6.6	0.7
C#CCOc1ccc(/C=C2\SC(=S)N(Cc3cccnc3)C2=O)cc1	1.3	-1.2	0.5	0.2	-0.6	-11.5	-8.7	0.5	-1.4	-1.5
CCOC(=O)Nc1ccc(C)cc1C	-4.9	-1.0	5.4	2.0	-0.3	-7.9	3.1	-0.2	-1.4	1.8
COc1ccc(C(=O)CSc2nc(C)cc(=O)[nH]2)cc1C	-4.5	0.0	1.6	1.3	-1.1	0.4	-1.1	-0.1	4.7	-0.5
O=C(Nc1cccc(-c2cccc(F)c2)c1)C1CCN(Cc2ccc(CO)o2)CC1	-3.4	0.0	-13.2	-8.4	0.8	0.2	2.3	0.1	10.6	0.6
O=C(c1ccc(CS(=O)Cc2ccccc2Cl)o1)N1CCN(c2ccccc2)CC1 (stereo unspecified)	.	-0.1	5.5	1.3	-0.3	0.8	-11.2	-1.0	3.4	-0.2
CCN(CC)CCn1c(=S)[nH]c2cc(C(=O)NCc3ccccc3)ccc2c1=O	.	-0.2	1.7	-0.3	0.1	-0.2	-5.3	0.2	-9.7	-2.1
CC(=O)c1ccc(N2CCN(C(=O)/C=C/c3cccs3)CC2)cc1	-4.7	-0.4	-1.6	-7.2	1.0	-6.4	-19.4	3.3	-4.4	10.5

Reprinted from the entries so far, 7 compounds:
compound	Scp-1 inhibitor	Tb MetRS inh	DNMT1 block	SUMO1-SIM PPI	LMPTP inh	bovine MsrA act	E coli Lon inh	MsrA inhibitor	NRP1-CendR mod	STEP block
C#CCOc1ccc(/C=C2\SC(=S)N(Cc3cccnc3)C2=O)cc1	1.3	-1.2	0.5	0.2	-0.6	-11.5	-8.7	0.5	-1.4	-1.5
CCOC(=O)Nc1ccc(C)cc1C	-4.9	-1.0	5.4	2.0	-0.3	-7.9	3.1	-0.2	-1.4	1.8
COc1ccc(C(=O)CSc2nc(C)cc(=O)[nH]2)cc1C	-4.5	0.0	1.6	1.3	-1.1	0.4	-1.1	-0.1	4.7	-0.5
O=C(Nc1cccc(-c2cccc(F)c2)c1)C1CCN(Cc2ccc(CO)o2)CC1	-3.4	0.0	-13.2	-8.4	0.8	0.2	2.3	0.1	10.6	0.6
O=C(c1ccc(CS(=O)Cc2ccccc2Cl)o1)N1CCN(c2ccccc2)CC1 (stereo unspecified)	.	-0.1	5.5	1.3	-0.3	0.8	-11.2	-1.0	3.4	-0.2
CCN(CC)CCn1c(=S)[nH]c2cc(C(=O)NCc3ccccc3)ccc2c1=O	.	-0.2	1.7	-0.3	0.1	-0.2	-5.3	0.2	-9.7	-2.1
CC(=O)c1ccc(N2CCN(C(=O)/C=C/c3cccs3)CC2)cc1	-4.7	-0.4	-1.6	-7.2	1.0	-6.4	-19.4	3.3	-4.4	10.5

(cont.)
Every second line gives: Scp-1 inhibitor, Tb MetRS inh, DNMT1 block, SUMO1-SIM PPI, LMPTP inh, bovine MsrA act, E coli Lon inh, MsrA inhibitor, NRP1-CendR mod, STEP block
COc1ccc(NC(=O)c2ccccc2)cc1
→ -2.3, -0.4, -5.7, 23.9, -2.7, -5.9, -5.0, -0.9, -0.2, -0.6
Cn1[nH]c(-c2ccccc2)c(/C=N/O)c1=O
→ -6.5, -0.1, 1.3, 3.4, -1.1, -4.6, 1.8, 0.5, 17.4, -4.2
COc1cccc(-c2cnc(C(O)c3cccc(C)c3C)[nH]2)c1 (stereo unspecified)
→ ., 0.4, 2.3, 5.7, -0.3, -4.8, -11.8, 1.1, -4.3, -2.3
COc1ccc(CNS(=O)(=O)c2ccc(C3CNC(=O)C3)cc2)cc1 (stereo unspecified)
→ -3.0, -0.2, 2.9, 1.5, -0.5, -1.0, -8.7, -1.2, 2.7, 1.3
C[C@H]1CN(C2CCCCC2)C(=O)[C@@H]1CC(=O)Nc1ccc(Br)cc1
→ ., 0.5, -1.5, -3.3, -1.9, -2.4, -4.5, 0.0, -4.6, -0.5
NC(=O)CSc1nnnn1-c1ccc(OC(F)(F)F)cc1
→ -2.4, 0.1, -8.4, -13.8, -2.3, -0.4, 0.2, 0.2, 4.9, -2.7
O=C(c1ccc(F)cc1)c1cc2ccc(O)cc2oc1=O
→ -12.3, -1.6, -3.1, -29.9, -0.8, -1.9, 6.0, 0.8, -13.1, -0.6
COc1nc(N)nc(N2CCOCC2)n1
→ -7.7, 0.2, 3.3, -1.1, -0.2, -1.5, -2.8, 1.3, -1.4, -1.7
CCN(Cc1ccccc1)C(=O)CN1C(=O)NC2(CC(C)CC(C)(C)C2)C1=O (stereo unspecified)
→ -9.5, 0.2, -0.3, 5.4, -1.2, -2.0, -4.0, -0.9, 12.9, 3.7
COc1ccc(-c2ccc(/C=C3/C(=N)N4C=CSC4=NC3=O)o2)c([N+](=O)[O-])c1
→ 2.8, 0.6, -15.8, -1.8, 12.1, 4.8, -18.6, -0.4, -26.3, 1.3
Cc1c(C(N)=O)sc2nc(-c3ccccc3)cn12
→ -3.8, -0.7, -0.2, -1.2, -0.2, -2.1, -9.8, -0.3, 7.6, 4.3
CCN1CCN(c2ccc(S(=O)(=O)N3CCCCC3)cc2NC(=O)c2ccc([N+](=O)[O-])s2)CC1
→ 7.0, -0.5, -10.1, -46.0, 0.7, 4.2, 3.9, 1.2, 6.4, -0.2
Cc1ccc(S(=O)(=O)N2[C@@H](c3ccc(C(C)(C)C)cc3)C(C(=O)O)=CC[C@H]2c2cccc(Cl)c2)cc1
→ -12.4, -0.9, 27.6, 32.4, 2.5, -1.8, -11.7, 1.1, -31.2, 1.4
